Lipid storage S3: qHTS Assay for Lipid Storage Modulators in Drosophila S3 Cells; actives 0.64% (n = 320,000); AID 2685, 2010; Drosophila S3 cells, BODIPY lipid droplet fluorescence, 18-24 h; cells fed with added oleic acid; lipid storage change, negative = inhibition, % at the top dose, mostly 46.1 µM; hits show Potency in µM; active = well fitted inhibition curve with a large enough effect in the signal ratio, with a control signal flat, not every such curve was filed as active; inconclusive = small, poorly fitted or top-dose-only effect, or effect the other way, or a change in a side signal; the % refers to the signal ratio
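Drosophila S3 cells got compounds at several concentrations plus oleic acid (400 uM solution). Laser-scanning cytometry with 488 nm excitation read lipid droplets at 500-530 nm and cells at 575-640 nm. Percent activity was relative to 20 uM Triacsin C.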
Lipid storage S3 cell count max: recorded beside Lipid storage S3, whose call it bears; cell number change, %; measured here: cell count max response;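 cells counted by Cell Tracker Red CMTPX staining in the red channel; peak over a dose series mostly up to 46.1 µM; percent activity relative to internal control wells on each plate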
An asterisk follows results filed as active; i = inactive; ? = inconclusive; nt = not tested or not shown; [ ] = dose if it differs, or a comment. % is scaled to controls: 0 for no effect and ±100 for the full control effect; potency is read from the fitted curve at half-maximal effect. These rows are one share of the data; the hit share may differ from the screen's.

Screens in order: Lipid storage S3	Lipid storage S3 cell count max
- CCOc1ccc2ccc(OCC)c(/C=N/n3cnnc3)c2c1
  -2%	-15
- COc1ccc(C)cc1-n1nnnc1SCc1csc(C)n1
  ?	nt
- CN(Cc1cnn(C)c1)C(=O)c1sc2cccc(Cl)c2c1Cl
  i	nt
- COC(=O)CNc1cc(S(=O)(=O)N2CCCCC2)ccc1Oc1ccc(C(=O)OC)cc1
  ?	nt
- C=CCn1c(SC(C)CC)nc(O)cc1=O (stereo not drawn)
  i	nt
- Cc1ccc(C)c(OCCCCn2ccnc2)c1
  ?	nt
- CN1CCCN(C(=O)CC2(CC(=O)O)CCCCC2)CC1
  i	-21
- CCOC(=O)c1c(=O)n(O)c2ccc(OC)cc2[n+]1[O-]
  i	5
- COc1ccc(NCc2cc3cc(OC)ccc3[nH]c2=O)cc1
  ?	nt
- COc1ccccc1/C=N/NC(=O)c1c(-c2ccccc2)noc1C
  ?	nt
- O=[N+]([O-])c1cccc(-c2cc3ccccc3[nH]2)c1
  i	-13
- CCOCCCNCc1cc(Cl)ccc1OCC
  ?	nt
- COc1ccc(C(CCN2CCCC(C)C2)c2c(OC)cc(OC)c3c(C)cc(=O)oc23)cc1 (stereo not drawn)
  0%	8
- O=C(CNS(=O)(=O)c1ccc(F)c(Cl)c1)N1CCCC1
  ?	nt
- Cc1ccc2c(c1)c1c(n2CC(O)CNC(CO)(CO)CO)CCCC1 (stereo not drawn)
  ?	nt
- Cc1nn(Cc2cccc(C(N)=O)c2)c(C)c1Br
  ?	nt
- CCOc1ccc(-c2cc(C)n3nc(C(N)=O)cc3n2)cc1
  ?	nt
- COc1ccc(C(=O)OCc2cc(C)ccc2C)cc1S(=O)(=O)N1CCCC1
  0.082µM*	-10*
- COc1cc(C(=S)N2CCCC2)cc(OC)c1OC
  ?	nt
- FC(F)(F)C1=CC(c2ccc(Br)cc2)=NCCN1
  ?	nt
- O=C(Nc1ccc(S(=O)(=O)N2CCCCCC2)cc1)c1c(F)cccc1F
  ?	nt
- C(=C\c1ccccc1)/CSc1nc2ncccc2[nH]1
  4%	6
- CC(C(=O)Nc1cccc([N+](=O)[O-])c1)[n+]1ccccc1 (stereo not drawn)
  ?	nt
- COc1ccc(NC(=O)C2CC(=O)NC(Nc3cccc(C)c3)=N2)cc1 (stereo not drawn)
  -5%	1
- COc1ccc(CCC(=O)OCC(=O)Nc2ccc3[nH]c(=O)[nH]c3c2)cc1
  ?	nt
- COc1ccc(C(=O)N2CCN(c3ccc([N+](=O)[O-])c(-n4nc(C)cc4C)c3)CC2)cc1
  13%	-14
- CC(=O)c1cc(C#N)c(SCc2ccncc2)nc1C
  23%	-1
- C/C(=C(/CCO)SSCC1CCCO1)N(C=O)Cc1cnc(C)nc1N (stereo not drawn)
  -19%	-25
- Cc1ccc2nc(C)c(C(=O)N/N=C/c3cccs3)n2c1
  19%	nt
- COc1ccccc1OCC(=O)Nc1ccc(S(=O)(=O)N2CCN(C)CC2)cc1
  19%	5
- CCN(C(=O)COC(=O)c1oc2ccccc2c1C)c1c(N)n(Cc2ccccc2)c(=O)[nH]c1=O
  ?	nt
- N=C(N)SCc1ncccc1O
  ?	nt
- COC(=O)c1ccc(NC(=O)C[n+]2ccccc2C)cc1
  ?	nt
- Cn1c(=O)c2c(nc(SCc3cc4c(cc3Cl)OCO4)n2C)n(C)c1=O
  ?	nt
- O=S(=O)(c1ccc2ccccc2c1)N1CCN(CCO)CC1
  ?	nt
- COc1ccccc1-c1cc(C(=O)Nc2c(F)cc(F)cc2Br)no1
  13%	0
- COc1ccc(OCCCC(=O)Nc2nccs2)cc1
  12%	17
- O=C(/C=C/Nc1ccc(F)c(Cl)c1)c1ccco1
  i	nt
- CCCn1c(SCC(=O)N2c3ccccc3CCc3ccccc32)nc2c1c(=O)n(C)c(=O)n2C
  -8%	13
- C=CCOc1ccc(Br)cc1CNCCCN1CCOCC1
  ?	nt
- O=C1c2ccc([N+](=O)[O-])cc2C(=O)N1Cc1cccnc1
  ?	nt
- CCOc1ccc(NC(=O)COC(=O)C2(C)CC2(Cl)Cl)c([N+](=O)[O-])c1 (stereo not drawn)
  ?	nt
- C/C(=N\NC(=S)NCc1ccccc1)c1ccc2ccccc2c1
  ?	nt
- CCOc1cc(NC(=S)NCCCOC)c(OCC)cc1NC(=O)c1ccco1
  ?	nt
- Cc1ccc(S(=O)(=O)N2CCOCC2)cc1C(=O)OC(C)C(=O)c1ccccc1 (stereo not drawn)
  ?	nt
- COC(=O)c1cccc(NC(=O)Cn2cnc3c2c(=O)n(C)c(=O)n3C)c1
  ?	nt
- Cc1ccc(C(=O)NCCNC(=O)c2ccccc2)cc1
  ?	nt
- COc1cc([N+](=O)[O-])cc2sc(NC(=O)C3CC3)nc12
  ?	nt
- CCCc1nnc(NC(=O)CCC(=O)N2CCN(Cc3cc(Cl)ccc3OC)CC2)s1
  ?	nt
- COc1ccccc1Nc1nc(N)nc(CN2CCC(C)CC2)n1
  ?	nt
- COc1ccc(C(N)=O)cc1N
  -14%	-5
- CCOc1ccc(C(=O)NCCO)cc1
  -22%[9.22 µM]	-25
- Cc1cccc(CCNC(=O)Cn2ncc3c([nH]c4ccc(C)cc43)c2=O)c1
  i	5
- Cc1cccc(Nc2nc(NCc3ccco3)nc(N)c2[N+](=O)[O-])c1
  ?	nt
- CC1(CCl)N([O-])C2=C(CCCC2)[N+]1=O (stereo not drawn)
  1%	5
- CCCCCC1CC(CC(=O)NC(=S)Nc2ccccc2Cl)C(=O)O1 (stereo not drawn)
  -16%	-19
- Cc1nc2ccc(NC(=O)CSc3nnc(C)s3)cc2[nH]1
  ?	nt
- CCCS(=O)(=O)c1cn2cccc(N)c2c1S(=O)(=O)CCC
  ?	nt
- COc1ccc(NC(=O)N2CCC(c3nc4ccccc4[nH]3)CC2)cc1
  ?	nt
- CC(C)(C)c1ccc(S(=O)(=O)/N=C2\C=C(NS(=O)(=O)c3ccccc3)C(=O)c3ccccc32)cc1
  i	-2

(more compounds)
Screens in order: Lipid storage S3	Lipid storage S3 cell count max
- O=C(C(=O)N1CCN(c2ccc(F)cc2)CC1)c1cn(CC(=O)N2CCOCC2)c2ccccc12
  i	-1
- CCOc1ccc2nc(NC(=O)c3ccoc3C)sc2c1
  ?	nt
- CCCn1cnc2c(oc3ccccc32)c1=O
  ?	nt
- N=c1c(C(=O)NCc2ccc3c(c2)OCO3)cc2c(=O)n3ccccc3nc2n1Cc1cccnc1
  ?	nt
- CN(C)C(CNc1ccc([N+](=O)[O-])cc1C#N)c1ccccc1 (stereo not drawn)
  1%	2
- O=C(OCC(=O)N1CCN(C(=O)c2ccco2)CC1)c1cn(-c2ccccc2)nc1-c1ccccc1
  ?	nt
- O=C(c1n[nH]c(=O)c2ccccc12)N1CCN(C2c3ccccc3-c3ccccc32)CC1
  -11%	10
- Cc1ccc(NC(=O)CCc2nc3ccccc3s2)c(O)c1
  ?	nt
- COc1ccc(C(=O)NCCSc2ccccc2)cc1
  ?	nt
- Cc1ccc2c(c1)N(CC(=O)NCCC1=CCCCC1)C(=O)c1cccnc1O2
  0%	12
- COc1ccc(C2C(=O)N(C3CCCCC3)CC(=O)N2C2CCCC2)cc1 (stereo not drawn)
  -3%	-1
- CCCCC(=O)N/N=C(\C)c1cccc(NC(=O)C2CC2)c1
  ?	nt
- COc1ccc([C@H]2CC(=O)C=C(c3ccc(OC(F)(F)F)cc3)C2)cc1OC
  ?	nt
- Cc1ccc(S(=O)(=O)CCC(=O)OCC(=O)NCC(=O)Nc2c(C)cc(C)cc2C)cc1
  ?	nt
- S=C(Nc1cccnc1)N1CCN(c2ccccc2Cl)CC1
  i	10
- CCOC(=O)Cn1nc(C)n(-c2ccc(Br)cc2)c1=O
  ?	nt
- Cc1ccc(C(=O)Nc2ccc(S(=O)(=O)N3CCc4ccccc4C3)cc2)o1
  ?	nt
- COc1ccccc1N1CCN(C(=O)/C=C/c2ccccc2)CC1
  i	-11
- Cn1c(CN2CCOCC2)nnc1SCc1ccccc1
  22%	-4
- CC(C)C(C(=O)NC1CCCC1)N(Cc1ccco1)C(=O)CNS(=O)(=O)c1ccccc1 (stereo not drawn)
  ?	nt
- Cc1cs/c(=N/C(=S)Nc2ccccc2)n1C
  -2%	11
- Cc1ccc(S(=O)(=O)N2CCN(S(=O)(=O)N3CCOCC3)CC2)cc1
  7%	13
- Cc1sc2ncn3ncnc3c2c1C
  ?	nt
- CCN1C(=O)/C(=C2/C=CC=CN2C)OC1=S
  ?	nt
- CCN(c1ccccc1)S(=O)(=O)c1cc(C(=O)Oc2ccc3c(C)cc(=O)oc3c2)ccc1C
  -2%	-3
- CC(=O)CSc1nnc(-c2ccncc2)n1C
  ?	nt
- Cc1ccc(S(=O)(=O)Nc2cccc(/C=C/C(=O)O)c2)cc1
  ?	nt
- C/C(CC(C)C)=N\Nc1ccc(S(N)(=O)=O)cc1[N+](=O)[O-]
  ?	nt
- COc1ccccc1OCCCCCCN1CCOCC1
  2%[9.22 µM]	1
- Cc1ccc(NC(=O)[C@H](Cc2ccccc2)NC(=O)C2CCNCC2)cc1
  12%	nt

Random excerpt: 5 records from the list, in no set order.
Screens in order: Lipid storage S3	Lipid storage S3 cell count max
- O=S(=O)(c1ccc2ccccc2c1)N1CCN(CCO)CC1
  ?	nt
- COc1ccccc1OCCCCCCN1CCOCC1
  2%[9.22 µM]	1
- CCOC(=O)c1c(=O)n(O)c2ccc(OC)cc2[n+]1[O-]
  i	5
- COc1ccc(NC(=O)C2CC(=O)NC(Nc3cccc(C)c3)=N2)cc1 (stereo not drawn)
  -5%	1
- CCCCCC1CC(CC(=O)NC(=S)Nc2ccccc2Cl)C(=O)O1 (stereo not drawn)
  -16%	-19

Later entries
Screens in order: Lipid storage S3	Lipid storage S3 cell count max
- Brc1ccc(-c2csc(N/N=C/c3ccc4c(c3)OCO4)n2)cc1
  -1%	-18
- CCCCCCCCOc1ccc(C2OC34CCCCC3C(C#N)(C#N)C2(C#N)C(=N)O4)cc1 (stereo not drawn)
  ?	nt
- O=C(O)CCC(=O)N(Cc1ccco1)c1nc(-c2ccccc2)cs1
  -3%	-14
- O=C(NCC1CCCO1)c1ccc2c(c1)N(Cc1ccc(F)cc1Cl)C(=O)CS2 (stereo not drawn)
  i	-2
- Cc1ccnc(NC(=O)C2CCN(S(=O)(=O)c3cccc4nsnc34)CC2)c1
  i	nt
- CC(C)(C)NC(=O)CCCCCCCC(=O)NC(C)(C)C
  ?	nt
- CC(C)(C)C(=O)Nc1ccc(C(=O)N/N=C/c2ccccc2OC(=O)c2ccccc2)cc1
  ?	nt
- CC(=O)Nc1ccc(NC(=O)c2cc(-c3ccc(C)c(C)c3O)n[nH]2)cc1
  -7%	-3
- O=C(O)C1CC=CCC1C(=O)Nc1cccc([N+](=O)[O-])c1 (stereo not drawn)
  ?	nt
- Cn1nnnc1SCC(=O)Nc1ccccn1
  5.8µM*	-3.7*
- Cc1ccc2nsnc2c1NC(=O)c1ccc2c(c1)OCCO2
  ?	nt
- CS(=O)(=O)N1CCN(C(=O)CCc2ccccc2)CC1
  ?	nt
- COc1ccc(OC)c(CN2CCC(C(=O)N3CCOCC3)CC2)c1
  ?	nt
- CCC(C)c1ccc(NC(=S)NCc2cccs2)cc1 (stereo not drawn)
  ?	nt
- COc1cccc(/C=C2\SC(=S)N(N3CCOCC3)C2=O)c1OC
  -7%	3
- CCOC(=O)c1cc2c(nc1NC(=S)NCc1ccccc1)CCCC2
  12%	-1
- CCn1c(SCC(=O)NC2CCCC2)nnc1-c1ccncc1
  ?	nt
- Cc1cc(C)cc(N2CCCn3c2nc2c3c(=O)n(CC(=O)OCc3ccccc3)c(=O)n2C)c1
  -5%	16
- O=C(COc1ccc([N+](=O)[O-])cc1)Nc1ccc2c(c1)CCC2
  ?	nt
- O=[N+]([O-])c1cc(S(=O)(=O)NC2=NCCCCC2)ccc1Cl
  4%	19
- CCOc1cc(C(=O)O/N=C(\N)c2ccc([N+](=O)[O-])cc2)cc(OCC)c1OCC
  7%	-14
- COCc1ccc(CN2CCCCC2C(=O)Nc2ccc(Oc3ccccc3)nc2)o1 (stereo not drawn)
  ?	nt
- CCN1CCN(C(c2ccccc2)c2nnnn2Cc2ccc3c(c2)OCO3)CC1 (stereo not drawn)
  2%	4
- Cc1ccc(OCCSCc2nc3ccccc3[nH]2)cc1
  1%	20
- O=C(c1cn(-c2ccccc2)nc1-c1cccc(Br)c1)N1CCOCC1
  3%	-1
- Cc1c(Cl)cccc1NC(=O)C1COc2ccccc2O1 (stereo not drawn)
  ?	nt
- CSc1ccccc1NC(=O)Cn1ccsc1=N
  ?	nt
- O=C(NCc1ccccc1F)C1CCCN(C(=O)NC2CCCCC2)C1 (stereo not drawn)
  10%	18
- COc1ccc(/C=C/C(=O)NC(=S)N2CCN(c3ccccn3)CC2)cc1
  ?	nt
- O=c1[nH]c(=O)n([C@H]2C[C@H](O)[C@@H](CO)O2)cc1Br
  ?	nt
- O=C(CSc1nc2cc(Cl)ccc2s1)c1ccco1
  10%	11
- Cc1ccc2c(c1)cc(CN(Cc1cccnc1)C(=O)c1ccccc1)c1nnnn12
  9%	-15
- CCC(CC)C(=O)Nc1ccc(C(=O)Nc2cc(C)on2)cc1
  -4%	15

From PubChem BioAssay
